Runt-CBFb FRET – Runt domain-CBFb interaction inhibition; Cerulean-Runt/Venus-CBFb FRET ratio 530/480, 1 h; inhibition, % at 20 µM; actives 0.46% (n = 220,000);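 active = inhibition over about 50% at 20 µM in the single-dose screen, limit read from the data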;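 note: 0% = DMSO wells and 100% = excess unlabeled CBFb competitor control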
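Measured by: fluorescence energy transfer, 422 nm excitation, 530/480 nm emission; Assay system: Cerulean-Runt domain; Medium: Tris pH 7.5 buffer with BSA; Measure: loss of energy transfer signal; Controls: 5 µM unlabeled CBFb as full-inhibition high control; Incubation: protein complex preformed 1 h, compound exposure 1 h, room temperature, dark.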
p97 ATPase inh – human p97 ATPase inhibition | P55072 | recombinant p97 ATPase, Kinase-Glo ATP luminescence, 3 h | inhibition, % at 8 µM | actives 0.42% (n = 220,000) | AID 1481; in the data active = inhibition above about 15%;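 note: 0% = DMSO vehicle and 100% = wells lacking enzyme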
Target sequence (P55072 whole entry, looked up): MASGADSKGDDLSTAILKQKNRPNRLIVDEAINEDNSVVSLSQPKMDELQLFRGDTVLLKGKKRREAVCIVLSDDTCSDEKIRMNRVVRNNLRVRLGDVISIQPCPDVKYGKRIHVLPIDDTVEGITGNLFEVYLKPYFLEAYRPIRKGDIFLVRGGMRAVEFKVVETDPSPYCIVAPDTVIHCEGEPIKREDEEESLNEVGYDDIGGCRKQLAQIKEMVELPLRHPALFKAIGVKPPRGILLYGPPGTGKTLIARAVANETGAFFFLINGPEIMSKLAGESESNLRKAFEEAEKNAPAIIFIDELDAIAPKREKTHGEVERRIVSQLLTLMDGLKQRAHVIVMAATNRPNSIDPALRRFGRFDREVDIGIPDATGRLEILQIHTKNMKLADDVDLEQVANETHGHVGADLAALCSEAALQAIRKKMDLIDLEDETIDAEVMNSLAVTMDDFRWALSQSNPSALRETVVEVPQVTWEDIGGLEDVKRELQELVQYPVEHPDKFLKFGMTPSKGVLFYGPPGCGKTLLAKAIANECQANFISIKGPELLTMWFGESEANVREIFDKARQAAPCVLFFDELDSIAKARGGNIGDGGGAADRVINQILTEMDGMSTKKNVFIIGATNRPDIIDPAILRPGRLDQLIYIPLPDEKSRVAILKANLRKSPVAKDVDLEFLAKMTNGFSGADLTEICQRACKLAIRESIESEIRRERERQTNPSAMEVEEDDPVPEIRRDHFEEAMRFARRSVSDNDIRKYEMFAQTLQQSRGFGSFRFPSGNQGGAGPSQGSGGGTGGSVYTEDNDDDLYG
EBV gp42 block – EBV gp42 inhibition; Q1HVG2; Fluorescence polarization binding assay, mP read-out; actives 0.42% (n = 220,000); inhibition, % (tested at 21.74 µM); in the data active = inhibition above about 50%
p47phox inh – blocks human p47phox regulatory protein of NADPH oxidases; P14598; p47phox/p22phox peptide binding, fluorescence polarization, 2 h; inhibition, % at 24.7 µM; actives 0.53% (n = 220,000);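 active = inhibition above about 30%, limit read from the data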;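 note: 0% = p47phox with labelled peptide and 100% = labelled peptide alone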
Furin inhibitor – blocks human furin protease activity; inhibition, % at 30 µM; P09958; purified furin, fluorogenic substrate cleavage; actives 0.061% (n = 220,000); in the data active = inhibition above about 25%; note: inactives centre near -15
Runt-SMMHC FRET – blocks binding of human RUNX1 Runt domain to CBFb-SMMHC | Q01196+Q13951 | Cerulean-Runt/Venus-CBFb-SMMHC FRET ratio 530/480, 1 h | inhibition, % at 20 µM | actives 0.74% (n = 220,000) | AID 1434;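 active = mean inhibition across duplicate retests at 20 µM reaching about 50%, limit read from the data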;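 note: 0% = DMSO wells and 100% = wells with excess untagged CBFb-SMMHC; inhibitors lower the FRET ratio by blocking Runt binding to CBFb-SMMHC; some results filed as inactive read as strong as hits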
RBBP9 inhibitor – inhibitors of human serine hydrolase RBBP9 | O75884 | recombinant RBBP9, FP-Rh probe fluorescence polarization | inhibition, % at 7.94 µM | actives 0.2% (n = 220,000);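 active = inhibition above the campaign mean of all tested compounds plus 3 SD, cut at about 14% in these data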;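 note: plate controls were DMSO wells with RBBP9 for no effect and wells lacking RBBP9 protein for full effect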
Target sequence (O75884 whole entry, looked up): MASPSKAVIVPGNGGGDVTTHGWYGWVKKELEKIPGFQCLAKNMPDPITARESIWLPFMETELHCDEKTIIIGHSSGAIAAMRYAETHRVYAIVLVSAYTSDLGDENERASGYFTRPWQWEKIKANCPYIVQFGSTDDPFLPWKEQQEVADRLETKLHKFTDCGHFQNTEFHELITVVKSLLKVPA
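Measured by – fluorescence polarization · Test system – RBBP9 protein · Input – 2.5 µM RBBP9 dispensing solution, before mixing · Measure – percent inhibition from mP, scaled between DMSO and no-protein wells · Benchmarks – DMSO-treated enzyme wells and wells lacking RBBP9 · Times – preincubation 30 min plus labeling 45 min at 25 °C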
Tb hexokinase – T. brucei hexokinase 1 inhibition | recombinant TbHK1, G6PDH-coupled NADH A340 | inhibition, % at 10 µM | actives 0.11% (n = 220,000) | AID 1430;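 active = inhibition of 50% or more in the single-dose primary screen; inactive = inhibition below 50%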
m-calpain inh – inhibitors of pig calpain II | purified calpain II, fluorogenic peptide substrate, 30 min | inhibition, % at 16 µM | actives 0.37% (n = 220,000);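 active = inhibition above about 50%, limit read from the data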
* = called active by the depositor; i = inactive; x = not tested or not shown; [ ] = another dose, or the depositor's remark.

SMILES	Runt-CBFb FRET	p97 ATPase inh	EBV gp42 block	p47phox inh	Furin inhibitor	Runt-SMMHC FRET	RBBP9 inhibitor	Tb hexokinase	m-calpain inh
CCn1c(CNc2ccc(Cl)cc2)nnc1SCC(=O)NCc1ccccc1	-3	-6	-3	-12	-24	3	-3	3	-3
O=C(NCCc1ccccc1)c1nc2ncccn2n1	2	-2	-11	-6	-13[20 µM]	2	-4	-5	-17
O=C1CCCN1CCC12CC3CC(CC(C3)C1)C2	0	5	-2	-5	-10	-2	3	-7	11
N#Cc1c(N)c(C(=O)c2ccc(Cl)cc2)n2c1CCC2	-2	3	-6	-1	-16	-2	1	-16	23
CCN(C(=S)NC(=O)CCc1ccccc1)c1ccccc1	0	-1	-8	-14	-18	-2	-4	-4	-7
COC(=O)CSc1nc(SCc2ccccc2Cl)nc2c1CCCC2	-2	-3	9	4	-9[20 µM]	-2	-7	4	21
Cc1ccc(N2CC(C)Cn3c2nc2c3c(=O)n(CC(=O)OCc3ccccc3)c(=O)n2C)cc1C (stereo not drawn)	-3	3	-2	-10	-7	2	-3	-7	18
CCOc1cc2[nH]c(=O)n(CCC(=O)NCCc3ccc(OC)c(OC)c3)c(=O)c2cc1OCC	0	-2	-3	-10	-14[20 µM]	0	-7	-3	-39
COc1ccc(CN2CCC(CO)(CCOc3ccccc3)CC2)c(OC)c1C	-1	-10	-6	2	-1	-5	-13	15	21
CCc1nnc(NS(=O)(=O)c2ccc(N3C(=O)C4CC=C(Cl)CC4C3=O)cc2)s1 (stereo not drawn)	1	5	-23	1	-16[20 µM]	-1	-4	-3	-30
O=C(O)c1cc(C(F)(F)F)nc2c(C(F)(F)F)cccc12	1	2	-3	-2	-18	0	-6	-4	0
O=C(CCC(=O)NC1CCCCC1)N/N=C/c1ccncc1	x	1	-13	-4	-15	0	-6	-2	-9
C=CCNC(=S)N/N=C(\C)c1ccc(-n2ccnc2)cc1	-1	4	-15	-13	-9	0	-2	-16	-8
Cc1ccc2nc(-c3ccc(S(=O)(=O)N4CCOCC4)cc3)cn2c1	-1	1	-15	-15	-18[20 µM]	-3	-8	-9	i
O=C(Nc1ccc2c(c1)OCO2)C(c1ccccc1)N1CCC2(CC1)OCCO2 (stereo not drawn)	0	6	-1	-13	24[20 µM]	-2	0	-3	-20
O=C(c1ccco1)N1CCN=C1SCc1cccc(F)c1	3	-8	-14	15	-2	-3	-3	-10	-3
O=C(Nc1ccc(F)cc1F)c1c(C(F)(F)F)ccnc1Oc1ccc(Cl)cc1	1	2	-7	-4	-12	-1	-3	-5	17
Cc1c(C(=O)OC(C)C)[nH]c2c1C(=O)CC(C)(C)C2	-1	2	-24	-7	-12[20 µM]	-1	-4	5	-9
Cc1nnsc1C(=O)N/N=C/c1ccccc1Cl	1	1	-2	-4	-21	2	-5	14	-23
O=C(CNS(=O)(=O)c1c(Cl)cccc1Cl)OCC(=O)c1ccc[nH]1	0	8	17	-10	-5	-8	0	-8	-21
CC(=O)Oc1c(C(=O)c2nnc(C)o2)c(=O)n(C)c2ccccc12	10	2	-25	-11	-12	-2	-8	-19	9
Cc1cccc(Cc2nnc(CCC(=O)NCc3cn4ccccc4n3)o2)c1	0	-4	-2	-9	-13	1	-9	-4	-28
O=C(CSCc1c(Cl)cccc1Cl)NN1C(=O)c2ccccc2C1=O	-2	3	-2	-5	-13[20 µM]	-1	-4	5	20
CSc1cc(-c2ccccc2)n(C)c(=O)c1C#N	0	3	-21	-4	-26	-4	-6	-2	-7
CCOC(=O)CSc1nc(=O)n2ccccc2n1	0	2	-6	-5	-4	-1	3	-17	29

A second format for 6 compounds above:
Sequence of screens: Runt-CBFb FRET | p97 ATPase inh | EBV gp42 block | p47phox inh | Furin inhibitor | Runt-SMMHC FRET | RBBP9 inhibitor | Tb hexokinase | m-calpain inh
> CCOc1cc2[nH]c(=O)n(CCC(=O)NCCc3ccc(OC)c(OC)c3)c(=O)c2cc1OCC
  0 | -2 | -3 | -10 | -14[20 µM] | 0 | -7 | -3 | -39
> COc1ccc(CN2CCC(CO)(CCOc3ccccc3)CC2)c(OC)c1C
  -1 | -10 | -6 | 2 | -1 | -5 | -13 | 15 | 21
> CCc1nnc(NS(=O)(=O)c2ccc(N3C(=O)C4CC=C(Cl)CC4C3=O)cc2)s1 (stereo not drawn)
  1 | 5 | -23 | 1 | -16[20 µM] | -1 | -4 | -3 | -30
> O=C(O)c1cc(C(F)(F)F)nc2c(C(F)(F)F)cccc12
  1 | 2 | -3 | -2 | -18 | 0 | -6 | -4 | 0
> O=C(CCC(=O)NC1CCCCC1)N/N=C/c1ccncc1
  x | 1 | -13 | -4 | -15 | 0 | -6 | -2 | -9
> C=CCNC(=S)N/N=C(\C)c1ccc(-n2ccnc2)cc1
  -1 | 4 | -15 | -13 | -9 | 0 | -2 | -16 | -8

(next part)
SMILES	Runt-CBFb FRET	p97 ATPase inh	EBV gp42 block	p47phox inh	Furin inhibitor	Runt-SMMHC FRET	RBBP9 inhibitor	Tb hexokinase	m-calpain inh
Cc1cc(C)n(-c2ccc(C(=O)Nc3ccc(N4CCOCC4)cc3)cc2)n1	-1	-8	2	-4	-3[20 µM]	2	1	-12	-17
Cc1cc[n+](CC(=O)c2ccccc2)c2ccccc12	x	1	-7	6	-18	x	-7	-7	-41
O=C(CCSc1ccccc1)N1CCCC1	1	3	-10	-2	-6	-4	-6	-1	-8
O=C(CSc1nc2ccccc2o1)N/N=C/c1ccc(C(=O)O)cc1	0	3	-12	2	-23	-1	-10	2	4
COc1ccccc1NC(=O)Nc1ccccc1N1CCOCC1	-1	5	-16	-7	-12	0	8	1	-11
O=S(=O)(c1ccccc1C(F)(F)F)N1CCC(n2cnc3ccccc32)CC1	-2	-5	-16	-6	-13[20 µM]	1	-1	0	6
Cc1ccc(NCCNc2ccc(C)cc2)cc1	-2	2	-13	-1	-13	3	-7	2	7
CCOc1cc(/C=N/NC(=O)c2cc(C)n(-c3ccc(F)cc3)c2C)ccc1O	5	8	0	-14	10	1	-1	-66	-51
Cc1cc(C)nc(NS(=O)(=O)c2ccc(NC(=O)c3ccco3)cc2)n1	1	6	-1	-10	-18	0	0	1	-7
COc1ccc(C(=O)NCC(=O)N/N=C/c2ccc([N+](=O)[O-])s2)cc1OC	x	2	7	4	-3	2	0	-9	34
COc1cccc(C2CCCN2Cc2nc(CCC(C)C)no2)c1 (stereo not drawn)	-2	1	-10	-15	-16	-133	-6	-10	-4
Nn1c(SCC(=O)NC2CCCc3ccccc32)nnc1-c1ccc(Cl)cc1Cl (stereo not drawn)	0	-1	-3	-11	-14	0	1	-2	-4
Cc1occc1-c1nnc(SCC(=O)O)n1-c1ccccc1	0	7	-19	0	-27	-4	-1	-1	3
Cc1cc(C)nc(NN2C(=O)/C(=C/c3ccccc3)SC2=S)n1	20	-3	-15	-18	5[20 µM]	5	-2	-7	19
CC(OC(=O)CN(C)S(=O)(=O)c1ccc(Cl)cc1)C(=O)Nc1ncc(Cl)cc1Cl (stereo not drawn)	-1	0	-4	1	-5[20 µM]	4	-4	3	-36
Cc1ccc(NC(=S)NCC23C=CC(O2)C2C(=O)N(c4ccc(C)cc4)C(=O)C23)cc1 (stereo not drawn)	18	-5	5	-24	-3	15	-9	28	14
O=C(COC(=O)CCN1C(=O)/C(=C\C=C\c2ccccc2)SC1=S)Nc1ccc(Br)cc1	2	1	-2	-57	-11	-16	0	-4	-90
COc1ccc(C(=O)c2ccccc2)c(OCC(=O)NC2CC2)c1	0	3	-18	-2	-23	-1	8	0	-1
Cc1csc2c(N3CCN(C(=S)Nc4ccc(F)cc4F)CC3)ncnc12	1	3	-10	-9	-26	0	-10	-9	-17
COc1ccc(/C=C2\SC(=O)N=C2N)cc1	-1	1	-15	-5	-16	6	1	28	-5
O=C(NC1CCCCC1)N(Cc1ccccc1)Cc1ccco1	2	-10	-19	-12	-7[20 µM]	0	-6	2	10
O=C(c1ccc(Cl)c(Cl)c1)N1CCCC1	-1	4	-15	-2	-24[20 µM]	0	-12	8	-20
O=C1C2CCCN2C(=O)N1CCCN1CCN(c2cccc(Cl)c2)CC1 (stereo not drawn)	-2	5	-6	-1	-14	-1	-4	3	1
CC(C)CC(c1nnnn1C(C)C)N1CCN(c2ccccc2)CC1 (stereo not drawn)	2	-5	-8	-4	-12[20 µM]	-4	-6	-7	-1
COc1cc(/C=N/OCC(=O)NC2CCS(=O)(=O)C2)ccc1OC(F)F (stereo not drawn)	0	-3	-1	-2	-24	-6	-9	-2	-27

Later entries:
SMILES	Runt-CBFb FRET	p97 ATPase inh	EBV gp42 block	p47phox inh	Furin inhibitor	Runt-SMMHC FRET	RBBP9 inhibitor	Tb hexokinase	m-calpain inh
CN(C)S(=O)(=O)c1ccc(C(=O)Oc2ccccc2)cc1	1	1	0	0	-10[20 µM]	-3	-4	0	-21
N#CC1=C(SCc2ccccc2)NC(=O)CC1c1ccccc1 (stereo not drawn)	2	1	-2	0	-18[20 µM]	-6	-7	-2	31
COC(=O)c1ccc(C2NC(=O)c3c(sc(C)c3C)N2)cc1 (stereo not drawn)	0	7	-7	-26	-7	3	0	-14	-23
Cc1cc(C)c(NC(=O)C2C3/C=C\CCCCC32)c(C)c1 (stereo not drawn)	0	2	-2	-8	-15[20 µM]	2	-7	4	1
Cc1noc(N)c1C(=O)Nc1ccccc1F	0	4	-10	-6	-33[20 µM]	-4	-6	2	19
C/C(=N\N1CCN(Cc2ccc(C)cc2)CC1)c1ccco1	0	0	-13	-4	-24	-1	-5	2	-16
COc1ccc(OC)c(N(CC(=O)Nc2cccnc2)S(=O)(=O)c2ccccc2)c1	-1	5	-7	-5	-24[20 µM]	2	-1	0	-42
COc1ccc(CNC(=O)COC(=O)C2CCN(S(=O)(=O)c3ccccc3C(F)(F)F)CC2)cc1	-4	2	-5	8	-18	-4	-2	26	2
CC1CCN(S(=O)(=O)c2ccc(C(=O)Nc3nnc(-c4ccccn4)o3)cc2)CC1	0	4	-9	-4	-14	-2	-5	-8	-55
CN1CCc2nc3ccccc3c(C(=O)OCC(=O)N(CCC#N)c3ccccc3)c2C1	-1	1	-14	-7	-15	-4	-5	-5	-57
C/C(=N\NC(=O)CCc1c[nH]c2ccccc12)c1cccc([N+](=O)[O-])c1	0	4	-12	-13	-9	0	9	4	2
CCS(=O)(=O)N1CCN(c2nc(-c3ccccc3)cs2)CC1	10	-1	-10	-8	-25	8	-8	-4	-43
COc1ccc(CCN2C(=O)CC(N3CCOCC3)C2=O)cc1 (stereo not drawn)	1	1	-19	-6	-17[20 µM]	1	-3	1	-40
CCOc1cc(CNc2ccc(S(N)(=O)=O)cc2)cc(Cl)c1OC	0	3	8	-2	-22	0	-8	3	-8
CCN(CC)C(C)C#CCC(c1ccccc1)c1ccccc1 (stereo not drawn)	0	-5	-1	-16	-10	-2	10	6	6
CC1c2c([nH]c3ccccc23)CCC1C(=O)O (stereo not drawn)	-3	5	-1	1	-12	-4	-4	35	-2
CCOC(=O)c1cc(NC(=O)C2C3CCC(O3)C2C(=O)O)cc(C(=O)OCC)c1 (stereo not drawn)	-2	2	-19	-7	-8[20 µM]	-9	1	0	-8
COc1ccc(C(=O)NNC(=O)CSc2ccccc2)cc1	0	2	-3	x	-38	-6	0	-6	-20
COc1cc2c(=O)n(CCCN3CCOCC3)c(=S)[nH]c2c(OC)c1OC	2	-1	-1	-40	-22	-2	1	-10	22
Fc1cccc(NC(=S)NNc2c3ccccc3nc3ccccc23)c1	88*	8	-1	-14	-6	87*	5	-13	-37
C=CCOC(=O)C1=C(C)NC2(O)c3ccccc3C(=O)C12O (stereo not drawn)	-1	3	-6	-13	-15	4	4	-4	-15

Assay outcomes from PubChem.
